Assay outcomes deposited in PubChem BioAssay by several laboratories.
INS promoter inh – TRM-6 insulin promoter activity inhibition; inhibition, % at 2 µM; actives 0.9% (n = 130,000); TRM-6 cells (human fetal islet line), insulin promoter-eGFP reporter, imaging; reporter expression induced with tamoxifen;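 active = inhibition above the mean plus 3 SD, with well images judged a real hit on visual review, cut at about 60% in these data, passing the limit was not always enough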
sdo1 growth – compounds rescuing growth of sdo1-depleted yeast, bone marrow failure model | S. cerevisiae sdo1-depleted JHY4D growth rescue, OD600 30 h; stronger effect = higher value; pdr5 snq2 efflux-pump mutant strain | z-score at 10 µM | actives 0.21% (n = 140,000);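 active = z-score above 3 at both the 24 hr and the 30 hr optical density reads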;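 also: z-score against mean and SD of all compound wells on the same plate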
sdo1 growth Rescue 24 h – also measured in sdo1 growth; calls as there; z-score; S. cerevisiae sdo1-depleted JHY4D growth rescue, OD600; measured here: growth rescue at 24 h;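 0 is the plate mean of compound wells and units are plate SD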
* = called active by the depositor; / = no result given.

structure	INS promoter inh	sdo1 growth	sdo1 growth Rescue 24 h
Cc1nnc(SC2CC(=O)N(c3ccccc3)C2=O)s1 (stereo not given)	/	-0.11	-0.3
CC(C)NC(=S)N1CCn2c(nc3ccccc32)C1	/	0.33	-0.03
CC1(C(=O)N/N=C/c2ccc([N+](=O)[O-])o2)CC1(Br)Br (stereo not given)	-94	1.1	0.85
COCCNC(=O)C(C)Oc1ccc(Cl)cc1Cl (stereo not given)	7	0.94	1.4
O=C(Nc1ccc(Oc2cccnc2)cc1)c1ccc([N+](=O)[O-])cc1	43	/	/
CCN(CC)S(=O)(=O)c1ccc(C)c(N=C=S)c1	29	/	/
Cc1ccc2[nH]c3c(=O)n(Cc4ccccn4)cnc3c2c1	18	0.35	0.74
COc1ccc(CNC(C)C2COc3ccccc3O2)c(OC)c1 (stereo not given)	/	1	2.1
CN1CCN(C(=O)c2ccc(CSc3ccc(Cl)cc3)cc2)CC1	/	-1.1	-1.3
Cc1ccc(-n2c(N)c(C#N)c(-c3ccccc3)c(C#N)c2=O)cc1	-23	0.22	-0.45
O=C(COc1ncnc2ccc(Br)cc12)N1CCOCC1	/	1.7	-0.12
COc1ccccc1NC(=O)CSc1nc2ccccc2n1C(C)=O	/	-1.1	-0.6
COc1ccc(CSc2nnnn2C)cc1F	/	1	1.1
Cc1ccc(-c2ccc(/C=C3\C(=O)ON=C3c3ccccc3)o2)c([N+](=O)[O-])c1	-45	-2.2	-1.7
CCOc1ccc(N(CC(=O)O)S(=O)(=O)c2ccc(F)cc2)cc1	8	0.4	-0.82
COc1ccc(/C=N\NS(=O)(=O)c2ccc(C)cc2)cc1COc1ccccc1[N+](=O)[O-]	10	-0.18	0.37
Cc1ccc(C)c(N2C(=O)CN=C2Nc2ccccc2Cl)c1	70	0.9	0.74
CCN(CC)c1cc2nc(C)n(Cc3ccccc3)c(=O)c2cc1NC(=O)C1CC1	85*	-0.03	-0.56
CN(C(=O)c1cccc(C#N)c1)c1nnc(-c2cnccn2)s1	40	-0.19	-0.25
Cc1ccc(C)c(OCC(O)CN2CCC(CN3C(=O)c4cccc5cccc(c45)C3=O)CC2)c1 (stereo not given)	20	-0.88	-1.4

Sorted by SMILES length (ascending): some entries from above.
structure	INS promoter inh	sdo1 growth	sdo1 growth Rescue 24 h
COc1ccc(CSc2nnnn2C)cc1F	/	1	1.1
Cc1ccc(C)c(N2C(=O)CN=C2Nc2ccccc2Cl)c1	70	0.9	0.74
Cc1ccc(-c2ccc(/C=C3\C(=O)ON=C3c3ccccc3)o2)c([N+](=O)[O-])c1	-45	-2.2	-1.7
COc1ccc(/C=N\NS(=O)(=O)c2ccc(C)cc2)cc1COc1ccccc1[N+](=O)[O-]	10	-0.18	0.37

(listing goes on)
structure	INS promoter inh	sdo1 growth	sdo1 growth Rescue 24 h
CC(=O)N1C(=S)NC(=O)/C1=C1/C(=O)N(CC(=O)Nc2cccc(C)c2)c2ccccc21	-108	1.7	1.9
Cc1csc(=NC(=O)c2ccccc2)n1CCO	/	0.18	-0.29
CCOc1c2ccc(C(=O)N[C@H](C)C3CCCCC3)cc2nn1CCOC	41	0.47	-0.04
CCCCN(CCCNC(=O)C1CCN(S(=O)(=O)N2CCOCC2)CC1)Cc1ccccc1	38	0.03	-0.4
Cc1nn(C)c(Oc2ccc(Cl)cc2)c1C(=O)Nc1ccc(F)cc1F	41	-0.33	-0.27
CC1CCCC(NC(=O)COC(=O)CCSc2ccccc2)C1C (stereo not given)	0	/	/
CN=C(Nc1ccc2c(c1)OCO2)SC1CC(=O)N(c2ccccc2)C1=O (stereo not given)	-15	-1.3	-1.5
CN(C)CCCN(C(=O)c1sc2ccccc2c1Cl)c1nc2ccc(F)cc2s1	11	-0.63	-0.18
CCOC(=O)C(NCc1ccc(OC)cc1)(NC(C)=O)C(F)(F)F (stereo not given)	-50	-0.02	0.4
O=C(NN1C(=O)C2C3C=CC(O3)C2C1=O)c1cccc(O)c1 (stereo not given)	/	0.14	-1.3

Not a retest: two of the compounds above.
structure	INS promoter inh	sdo1 growth	sdo1 growth Rescue 24 h
CCOC(=O)C(NCc1ccc(OC)cc1)(NC(C)=O)C(F)(F)F (stereo not given)	-50	-0.02	0.4
O=C(NN1C(=O)C2C3C=CC(O3)C2C1=O)c1cccc(O)c1 (stereo not given)	/	0.14	-1.3

Next part:
structure	INS promoter inh	sdo1 growth	sdo1 growth Rescue 24 h
COc1ccc2ccccc2c1/C=N/NC(=O)c1sc(N)c(C#N)c1C	0	0.83	0.97
O=C(CN(c1cccc([N+](=O)[O-])c1)S(=O)(=O)c1ccccc1)N(Cc1ccccc1)Cc1ccccc1	-60	0.47	1.6
O=C(CCCC(=O)N(c1ccc2c(c1)OCCO2)C(C(=O)NC1CCCCC1)c1ccc(F)cc1)Nc1ccccn1 (stereo not given)	-97	2.2	2.7
COCCn1nnnc1SCC(=O)c1ccc(F)cc1	49	-0.91	-1.6
CCOc1ncccc1C(=O)NCc1ccc(C)cc1	/	0.23	-0.47
Cc1cc(O)c(C(C)C)cc1NC(=O)c1cccc(Cl)c1	-19	-0.95	-0.92
O=C(O)c1ccc2nc(CO)[nH]c2c1	-2	0.84	0.5
CCN1CCCC1CNC(=O)Cn1cc2c(n1)CCC(C)C2 (stereo not given)	/	0.41	-0.14
O=C(c1cc2n(n1)C(C(F)(F)F)CC(c1ccco1)N2)N1CCc2ccccc2C1 (stereo not given)	61	-0.81	1.3
N/C(=N\OC(=O)c1ccco1)c1cccc(Br)c1	-13	-1.9	-1.1
Cc1ccc2c(c1)nnn2C1CCN(S(=O)(=O)c2cccc(S(=O)(=O)N(C)C)c2)CC1	-64	-0.76	0.31
CCOC(=O)Nc1sc(C(=O)N(CC)CC)c(C)c1C(=O)OCC	43	0.61	1.4
Cc1ccc(OCC(=O)Nc2oc(-c3ccccc3)c(-c3ccccc3)c2C#N)cc1	16	/	/
COc1ccc(C2Nc3ccccc3C(=O)N2c2ccc(C)cc2)cc1Cn1nc(C)c([N+](=O)[O-])c1C (stereo not given)	-129	-0.83	-0.34
O=C(Cc1ccccc1)N1CCN(c2ncccn2)CC1	11	/	/
CO/N=C(/CNC(=O)c1ccccc1Cl)c1ccc(Cl)cc1	/	-0.66	-0.38
COc1ccccc1CC(NC(C)=O)C(=O)N1CCN(C(=O)c2cccs2)CC1 (stereo not given)	-261	0.16	-0.23
COc1cccc(NC(=O)N2CCCc3ccccc32)c1	16	/	/
COc1ccc(C2=NN(C(=O)CSc3nc4ncc(Cl)cc4[nH]3)C(c3ccco3)C2)cc1 (stereo not given)	-36	/	/
COc1cccc(OCCNC(=O)c2cccc(OC)c2)c1	54	1.1	0.39
Cc1ccccc1-n1nnnc1SC1CCOC1=O (stereo not given)	/	1.1	0.25
COc1cc(OC)cc(C(=O)N2CCN(S(C)(=O)=O)CC2)c1	-45	-1	-1.1
COc1ccc2nc(SC(C(=O)c3ccccc3)c3ccccc3)nc(C)c2c1 (stereo not given)	-28	1.4	7.3
COc1ccc(CCN2CC(C(=O)NCCc3ccccc3)CC2=O)cc1OC (stereo not given)	-137	/	/
Cc1ccc(NC(=O)CN(C)C(=O)CCOc2ccccc2C)cc1	/	0.97	0.95
O=C(NCN1C(=O)C2C3C=CC(C3)C2C1=O)Nc1nncs1 (stereo not given)	46	-0.1	-0.44
Cc1c(-c2ccc(F)cc2)[n+](=O)c2c(n1[O-])CCCCC2	8	0.26	0.2
COc1ccc(S(=O)(=O)N2CCCCC2)cc1NC(=S)Nc1cccc(Cl)c1C	10	0	-0.07
CC1CCC(C(C)C)C(OC(=O)CSc2nnc(N)s2)C1 (stereo not given)	-6	-1.4	-1
CCOC(=O)COc1ccc(S(=O)(=O)N2CCN(c3ccccc3)CC2)cc1	/	-0.67	-0.32
CCC(=O)N(c1ccc(C(=O)O)cc1)c1nc(-c2ccc(OC)cc2)c(C)s1	8	/	/
COc1cc2[nH]c(=O)n(CCC(=O)N3CC=C(c4ccccc4)CC3)c(=O)c2cc1OC	-13	0.87	0.28
COCCNC(=O)C(=O)Nc1ccc(Br)cc1	-214	0.36	-1
Cc1nc(-c2ccccc2)ccc1C(=O)O	29	/	/
CCCc1nc(N2CCN(C)CC2)c2sc(=S)n(-c3ccccc3)c2n1	-29	-1.2	-1.3
N=c1n(CCN2CCCCC2)c2ccccc2n1CC(O)COc1ccccc1 (stereo not given)	/	0.18	0.26
COc1ccc(C(=O)c2ccccc2Cl)cc1	21	-0.71	-1.6
CCOc1cc(C2/C(=C(\O)c3cc(C)ccc3C)C(=O)C(=O)N2CCN(C)C)ccc1O (stereo not given)	22	1	1.9
O=C(CCCc1ccccc1)NC1CCSC1=O (stereo not given)	0	0.08	-0.76
Cc1ccc(NC(=S)/C(=C(\[O-])c2ccc(C)c([N+](=O)[O-])c2)[n+]2ccccc2)cc1C	-9	-0.25	-0.48
COC(=O)C1=C(C)C(c2ccc(OC)cc2OC)NC(=O)N1 (stereo not given)	-11	0.81	0.62
CCC1CCCCN1C(=O)c1noc(C(C)C)c1[N+](=O)[O-] (stereo not given)	7	0.05	-1.1
CC(=O)N1CCC(N(CCN2CCOCC2)C(=S)Nc2ccc(C)cc2C)CC1	-18	/	/
COc1ccccc1OCC(=O)Nc1ccc(C(N)=O)cc1	-13	1.6	2.4
Cc1cc(=O)oc2cc(OC(C)C(=O)N3CCOCC3)ccc12 (stereo not given)	-21	-0.36	-0.68
O=C(/C=C/c1ccc(OCCCF)cc1)NCc1cccc(Cl)c1	-110	-0.39	-0.52
NC(=O)CN1CCOCCOCCOCCOCCOCC1	27	0.96	1.3
COc1cc(OC)cc(C(=O)Nc2ccccc2C(=O)N2CCCC2)c1	20	0.32	0.13
COCCCNC(=S)NC(=O)c1ccccc1	23	-0.04	-1.1
COc1ccc(OC)c2[nH]c(=O)c(CCNC(=O)c3cc4ccccc4o3)cc12	-50	-0.91	-0.85

Further entries:
structure	INS promoter inh	sdo1 growth	sdo1 growth Rescue 24 h
Cc1nnc(NC(=O)Oc2ccccc2)s1	-38	-0.04	0.08
Cc1cccc(N(C(=O)CNC(=O)c2cccs2)C(C(=O)NC2CCCC2)c2cccnc2)c1 (stereo not given)	-26	0.03	0.41
CCOC(=O)C1CCCN(S(=O)(=O)c2cccs2)C1 (stereo not given)	-462	0.96	1.4
CCOC(=O)C1CCN(C(=O)c2c(C)oc3c2C(=O)c2ccccc2C3=O)CC1	15	-1.1	-1.2
Cc1cccc(C(=O)Nc2nnc(Cc3c[nH]c4ccccc34)s2)c1	/	-0.55	-0.67
CCN(CCCNC(=O)CN(C)S(=O)(=O)c1cccc2nsnc12)c1ccccc1	/	-0.32	-0.53
Cc1ccc(C(=O)N2CCCC2)cc1Br	-34	1.8	0.8
Cc1ccc2nc(CSc3nnc4ccccn34)cc(=O)n2c1	-42	/	/
COc1cc(CNn2nnnc2N)ccc1OCC(=O)NC(C)(C)C	3	-0.35	-0.66
O=C(NC(C(=O)O)c1ccccc1)c1ccc(S(=O)(=O)N2CCOCC2)cc1 (stereo not given)	-388	0.98	-0.14
O=S(=O)(Nc1ccc(Cc2ccncc2)cc1)c1ccc(Cl)s1	-3	-1.1	-1.1
COc1ccc(/C(O)=C/Sc2nnc(Cc3ccccc3)o2)cc1	-20	-0.28	-0.01
CCOc1ccc(NC(=O)C2CCCN(S(=O)(=O)c3c(C)nn(C)c3C)C2)cc1 (stereo not given)	/	0.47	0.53
Cc1ccc2cc3c(nc2c1)N(Cc1ccco1)CC3	3	0.96	0.8
CCNCc1ccc(OCc2cccs2)c(OCC)c1	13	/	/
COCCNC(=O)CN1c2ccccc2CC1C (stereo not given)	/	0.17	-0.23
COc1ccccc1NS(=O)(=O)c1cccc(NC(=O)Nc2ccc(Cl)cc2)c1	-6	/	/
Cc1cc(OC(C)C(=O)N/N=C/CC(C)c2ccccc2)ccc1Cl (stereo not given)	48	0.2	-0.78
CCN1CCN(C(=S)Nc2ccsc2C(=O)OC)CC1	-9	/	/
CCCCCC(=O)Nc1ccc2oc(-c3ccncc3)nc2c1	-100	-0.59	-1.1
COc1ccc(CNc2nc(NCc3ccc(OC)cc3)n(S(C)(=O)=O)n2)cc1	-143	-0.15	-0.03
COCC(=O)Nc1c(C(=O)Nc2ccccc2OC)oc2ccccc12	40	-1.7	-1.5
CCSc1oc(-c2ccco2)nc1S(=O)(=O)c1ccccc1	-37	-0.7	-0.53
CCc1cc(=O)oc2cc(OC(C)C(=O)O)c(Cl)cc12 (stereo not given)	/	3.1*	4.4*
C=CCn1c(CC#N)nnc1N1CCOCC1	58	-0.63	-0.82
Cc1onc(-c2ccccc2Cl)c1C(=O)NNC(=O)C1CCN(Cc2ccccc2)CC1	15	/	/
O=C(CN1CCOCC1)N1CCN(S(=O)(=O)c2ccccc2)C1c1ccccc1 (stereo not given)	3	0.89	0.02
CN1C(C(=O)Nc2ccccn2)=C(O)c2ccccc2S1(=O)=O	23	-0.99	-1.7

Compound profiles, as listed above. Screens in order: INS promoter inh | sdo1 growth | sdo1 growth Rescue 24 h
Listed for `COc1ccc(CNc2nc(NCc3ccc(OC)cc3)n(S(C)(=O)=O)n2)cc1` → -143 | -0.15 | -0.03
Listed for `Cc1onc(-c2ccccc2Cl)c1C(=O)NNC(=O)C1CCN(Cc2ccccc2)CC1` → 15 | / | /

Records above that bear a hit mark in INS promoter inh:
structure	INS promoter inh	sdo1 growth	sdo1 growth Rescue 24 h
CCN(CC)c1cc2nc(C)n(Cc3ccccc3)c(=O)c2cc1NC(=O)C1CC1	85*	-0.03	-0.56
